KKLEB cytotox = cytotoxicity in KKLEB CF airway cells, primary screen, cytotoxicity control for CF NF-kB inhibitor project, cell-based, uHTS, fluorescence assay plates | KKLEB CF airway cells viability, ATPlite luminescence, overnight; hits give low values; cells stimulated with P. aeruginosa culture filtrate | activity change (cytotoxicity), % at 5 µM | actives 0.36% (n = 360,000);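 active = corrected activity change at or below -50% at 5 µM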
TROY NFkB inh = inhibitors of TROY-driven NF-kB signaling, primary screen, Q293 LMP1-TROYcd cells, NF-kB luciferase, uHTS; actives 0.98% (n = 360,000); inhibition, % at 10 µM; AID 1347056, 2019; Q293 LMP1-TROYcd NF-kB luciferase reporter, 4 h;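 active = compounds whose plate-normalised and pattern-corrected inhibition of the luciferase reporter signal at the single screening dose is 50% or more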
NR2F2 inh = NR2F2 transcriptional activity inhibitors, primary screen, cell-based, luciferase reporter, HEK293T, luminescence. actives 0.7% (n = 370,000). inhibition, % at 8.6 µM. HEK293T NGFI-A luciferase reporter. AID 686940, 2013;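 active = inhibition above a per-plate cutoff, mean inhibition of test wells between control levels plus 3 SD, cut at about 38% in these data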;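 also: cells cotransfected with COUP-TFII expression vector driving the NGFI-A reporter; 0% = median of COUP-TF2 test wells and 100% = reporter-only cells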
TRAIL sens C8 = viability loss with TRAIL in NB7+C8 cells, primary screen, TRAIL sensitizer project, cell-based, ATPlite luminescence; inhibition (viability loss, TRAIL sensitization), % at 10 µM; actives 1% (n = 360,000);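 active = compounds causing at least 50% loss of cell viability in the single-dose screen, relative to plate controls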
SRC3 inh = SRC3 coactivator transcriptional activity inhibitors, primary screen, cell-based, luminescence | Nuclear receptor coactivator 3 (Homo sapiens), Q9Y6Q9 | HEK293 GAL4-SRC3 luciferase reporter | inhibition, % at 3.6 µM | actives 0.17% (n = 360,000);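 active = inhibition above a per-campaign cutoff, the mean of all compounds plus 3 SD, cut at about 60% in these data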;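 also: 0% = DMSO-treated cells and 100% = gossypol-treated cells at 36 µM; higher means less SRC3-driven luciferase light from the GAL4 reporter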
NCOA2 inhibitor = inhibition of GAL4-SRC2 driven luciferase reporter, primary screen, SRC2 inhibitor project, cell-based, luminescence. Nuclear receptor coactivator 2 (Homo sapiens), Q15596. HEK293 GAL4-SRC2 luciferase reporter. inhibition, % at 9 µM. actives 0.17% (n = 370,000). AID 651957, 2012;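 active = inhibition above the mean inhibition of all tested compounds plus 3 SD, set per campaign, cut at about 52% in these data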;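 also: 0% = DMSO treated cells and 100% = cells given Gossypol at 36 µM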
LRH-1 inv ag = LRH-1 (NR5A2) inverse agonists, primary screen, cell-based, luminescence, HEK293T, StAR-luciferase reporter | Nuclear receptor subfamily 5 group A member 2 (Homo sapiens), O00482 | LRH-1 transfected, 24 h | inhibition, % at 3.6 µM | actives 0.13% (n = 360,000) | AID 602396, 2012;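 active = inhibition above the mean inhibition of all tested compounds plus 3 SD, cut at about 73% in these data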;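 also: 0% = DMSO wells and 100% = reporter-only cells lacking LRH-1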
CF NFkB block = inhibitors of PAF-induced NF-kB signaling, primary screen, cell-based, GFP fluorescence, uHTS | KKLEB NF-kB-GFP reporter, GFP fluorescence overnight | inhibition, % at 5 µM | actives 0.86% (n = 360,000) | AID 588850, 2011;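 active = at least 50% inhibition at 5 µM, scaled per plate between neutral and stimulator controls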;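 also: PAF is a Pseudomonas aeruginosa culture filtrate used as stimulus; plate controls were PAF-stimulated DMSO wells for no effect and unstimulated DMSO wells for full effect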
LMP1 NFkB inh = EBV LMP1-driven NF-kappaB luciferase reporter inhibitors, primary screen, cell-based, luminescence, single point | LMP1-induced NF-kappaB luciferase reporter cells | inhibition, % at 12.5 µM | actives 0.69% (n = 350,000) | AID 504558, 2011; in the data active = inhibition above about 41%; inconclusive = no clear call, values can overlap the other calls;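 also: 0% = neutral control wells and 100% = reference inhibitor control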
NCOA1 inh = SRC1 coactivator transcriptional activity inhibitors, primary screen, cell-based, luminescence; inhibition, % at 3.6 µM; actives 0.12% (n = 360,000); Nuclear receptor coactivator 1 (Homo sapiens), Q15788; HEK293 GAL4-SRC1 luciferase reporter;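 active = inhibition above the campaign mean plus 3 SD, with each screening campaign given its own cutoff, cut at about 60% in these data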;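 also: 0% = DMSO treated cells and 100% = gossypol at 36 µM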
Target sequence (Q15788 whole entry, looked up, the tested form may be a part): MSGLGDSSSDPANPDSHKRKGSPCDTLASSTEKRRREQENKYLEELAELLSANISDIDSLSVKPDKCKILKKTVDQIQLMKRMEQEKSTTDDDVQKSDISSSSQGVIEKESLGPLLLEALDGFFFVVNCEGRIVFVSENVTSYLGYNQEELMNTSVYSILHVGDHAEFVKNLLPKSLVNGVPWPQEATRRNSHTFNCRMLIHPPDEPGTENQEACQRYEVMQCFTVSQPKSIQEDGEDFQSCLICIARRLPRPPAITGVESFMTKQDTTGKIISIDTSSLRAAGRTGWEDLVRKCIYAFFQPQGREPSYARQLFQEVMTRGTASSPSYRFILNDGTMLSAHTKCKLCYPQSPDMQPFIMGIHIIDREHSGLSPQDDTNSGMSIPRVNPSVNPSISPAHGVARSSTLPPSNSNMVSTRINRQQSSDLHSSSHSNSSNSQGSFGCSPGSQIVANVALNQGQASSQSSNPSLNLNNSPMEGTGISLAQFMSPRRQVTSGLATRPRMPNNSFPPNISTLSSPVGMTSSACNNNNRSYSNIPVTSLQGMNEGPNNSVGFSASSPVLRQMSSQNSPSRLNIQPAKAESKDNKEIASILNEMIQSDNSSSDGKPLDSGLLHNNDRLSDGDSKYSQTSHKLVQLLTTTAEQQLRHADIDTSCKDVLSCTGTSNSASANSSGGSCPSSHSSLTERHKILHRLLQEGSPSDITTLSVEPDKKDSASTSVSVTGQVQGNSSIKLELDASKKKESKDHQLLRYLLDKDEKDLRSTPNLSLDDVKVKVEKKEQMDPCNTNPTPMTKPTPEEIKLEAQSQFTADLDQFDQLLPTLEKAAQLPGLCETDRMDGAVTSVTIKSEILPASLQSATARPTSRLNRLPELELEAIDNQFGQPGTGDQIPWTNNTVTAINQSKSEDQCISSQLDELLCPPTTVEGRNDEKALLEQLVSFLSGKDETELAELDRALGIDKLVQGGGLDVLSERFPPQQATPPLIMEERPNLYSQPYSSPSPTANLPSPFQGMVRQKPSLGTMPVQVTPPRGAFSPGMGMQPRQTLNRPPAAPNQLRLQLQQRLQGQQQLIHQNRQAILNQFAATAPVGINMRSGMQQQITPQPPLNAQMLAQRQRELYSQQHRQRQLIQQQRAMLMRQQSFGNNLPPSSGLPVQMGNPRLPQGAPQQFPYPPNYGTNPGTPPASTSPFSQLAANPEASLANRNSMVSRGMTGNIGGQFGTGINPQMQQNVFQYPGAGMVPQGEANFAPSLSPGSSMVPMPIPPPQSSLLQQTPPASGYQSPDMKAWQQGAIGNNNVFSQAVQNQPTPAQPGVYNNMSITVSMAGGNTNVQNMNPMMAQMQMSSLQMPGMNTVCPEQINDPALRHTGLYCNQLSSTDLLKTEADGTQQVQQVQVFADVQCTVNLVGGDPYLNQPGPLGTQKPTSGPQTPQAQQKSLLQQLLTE
TWEAK Fn14 block = inhibitors of TWEAK-Fn14 signaling, primary screen, luciferase reporter cells, uHTS; TWEAK-stimulated Fn14 reporter cells, luciferase luminescence, 8 h; inhibition, % at 10 µM; actives 2% (n = 360,000); AID 1159606, 2016; in the data active = inhibition above about 50%
Starred values were filed as active, the others as inactive; ? = inconclusive; / = no result given.

Results follow in this order: KKLEB cytotox, TROY NFkB inh, NR2F2 inh, TRAIL sens C8, SRC3 inh, NCOA2 inhibitor, LRH-1 inv ag, CF NFkB block, LMP1 NFkB inh, NCOA1 inh, TWEAK Fn14 block
COc1ccc(OC)c(CN2CCSCC2)c1
→ 9, 1, 15, -9, 16, -12, 23, -13, 7, 6, -31
Cn1c(Cn2c(=O)sc3ccccc32)nnc1SCC(=O)NCc1ccccc1
→ 7, -14, 6, 7, -11, -1, 10, 3, 6, 3, 19
O=C(CCc1c[nH]c2ccccc12)N[C@@H](Cc1c[nH]c2ccc(O)cc12)C(=O)O
→ 9, 9, 7, 3, 11, -34, -33, -11, 2, 6, -17
COC(=O)C1=C(N)Oc2cc(C)n(Cc3cccnc3)c(=O)c2C1c1ccccc1OC (configuration not stated)
→ 10, -19, 5, -1, 1, -11, 1, -5, 0, -1, 2
COc1ccc(CC(=O)NNC(=O)CCc2ccccc2)cc1
→ 16, -12, -5, -2, 16, -10, 15, -3, 5, 6, 23
Cc1ccc(-n2ncc3c(=O)n(Cc4ccccn4)cnc32)cc1C
→ 8, -43, 0, -12, 15, -9, -9, -11, -11, -42, -15
Cc1nn(-c2ccccc2)c(C)c1C(=O)OC(C)C(=O)NC1CCCCC1 (configuration not stated)
→ 24, 20, 59*, 19, 19, 19, 14, -4, 17, -7, 23
COC(=O)C1C(=O)C2=C(CC1C)NC(=O)CC2c1ccc(O)c(OC)c1 (configuration not stated)
→ 3, -21, 4, -4, -8, -9, 0, -11, 1, 13, 9
CCc1ccc(Nc2cc(C)nc3ncnn23)cc1
→ 2, 9, -3, 1, -7, 21, 21, -12, 10, -22, -8
CCCOc1ccc(/C=C/C(=O)N2CCOCC2)cc1
→ -7, -26, -33, 16, -83, -78, -102, 24, -7, -100, -16
N#CCC(=O)NNC(=S)NC(=O)C(c1ccccc1)c1ccccc1
→ 2, 0, 9, -1, 5, -17, 1, -22, -18, -10, -11
COc1ccc(C2C(C(=O)c3ccco3)=C(O)C(=O)N2CCOCCO)cc1OC (configuration not stated)
→ 2, -18, -15, 10, -17, 1, 2, 7, -10, 11, -2
NC(=O)CN1CCN(C2CC(=O)N(CCc3ccccc3)C2=O)CC1 (configuration not stated)
→ 3, 0, -12, -5, 10, -31, -5, 0, -4, -2, 13
CN(CC(=O)NCCc1ccc(Cl)cc1)S(=O)(=O)c1cccs1
→ -7, 2, 4, -17, -13, -2, -4, -11, -5, 13, 6
CC12CC(=O)C3C(CCC4=CC(=O)CCC43C)C1CC=C2CC(=O)O (configuration not stated)
→ 10, -2, 3, 10, -6, 4, -5, 15, -7, 7, 12
Cc1ccccc1NC(=O)C(=O)NC(C)CCc1ccccc1 (configuration not stated)
→ -3, -7, -4, 2, 10, -18, 4, -6, -5, 10, -38
COc1ccc(OC)c(Cc2nnc(CCC(=O)NCc3ccc(C)s3)o2)c1
→ 2, 0, 2, -4, 1, 6, 2, 11, -1, -7, -1
CCc1nc2ccc(C(=O)NCCCN3CCCC3=O)cn2c1N(CC)CCN(C)C
→ -11, 6, 7, -1, -2, 8, 4, -13, /, 3, -1
CCSc1nnc(NC(=O)CSc2nnc(CNC(=O)c3ccc(OC)c(OC)c3)o2)s1
→ -3, 13, 4, 1, -17, -4, -17, 11, -3, -24, 2
CC1(C)CC2(CCCN3C(=O)CSC32)CCS1 (configuration not stated)
→ 6, 10, 0, -5, 17, -5, -15, 0, -4, -4, 3

3 entries from above, ordered by molar mass, low to high.
Results follow in this order: KKLEB cytotox, TROY NFkB inh, NR2F2 inh, TRAIL sens C8, SRC3 inh, NCOA2 inhibitor, LRH-1 inv ag, CF NFkB block, LMP1 NFkB inh, NCOA1 inh, TWEAK Fn14 block
COC(=O)C1C(=O)C2=C(CC1C)NC(=O)CC2c1ccc(O)c(OC)c1 (configuration not stated)
→ 3, -21, 4, -4, -8, -9, 0, -11, 1, 13, 9
O=C(CCc1c[nH]c2ccccc12)N[C@@H](Cc1c[nH]c2ccc(O)cc12)C(=O)O
→ 9, 9, 7, 3, 11, -34, -33, -11, 2, 6, -17
CCc1nc2ccc(C(=O)NCCCN3CCCC3=O)cn2c1N(CC)CCN(C)C
→ -11, 6, 7, -1, -2, 8, 4, -13, /, 3, -1

(further entries)
Results follow in this order: KKLEB cytotox, TROY NFkB inh, NR2F2 inh, TRAIL sens C8, SRC3 inh, NCOA2 inhibitor, LRH-1 inv ag, CF NFkB block, LMP1 NFkB inh, NCOA1 inh, TWEAK Fn14 block
COc1ccc(OC)c(NC(=O)CN(C)CC(=O)Nc2ccccc2Cl)c1
→ 1, 4, 1, -13, 6, 10, 6, 8, 4, 2, -12
CC(=O)Nc1cc(-c2ccc(C(=O)N3CCOCC3)cc2)cn2c(-c3cccc(C(C)=O)c3)cnc12
→ 2, 0, 14, 4, -20, 4, -11, 0, /, 1, -13
COc1ccc(CCN2CC(C(=O)Nc3cc(F)ccc3F)CC2=O)cc1OC (configuration not stated)
→ 10, 7, 1, -10, -2, 9, -2, 3, -5, -5, 4
CC1CCN(C(=S)c2ccc(O)cc2)CC1
→ 2, -13, 9, -25, 1, -17, -15, -2, 2, 0, -13
CC(C)(C)c1nnc(N/N=C/c2cc(Br)ccc2O)n(N)c1=O
→ -20, -2, 5, 23, 76*, 32, 2, 24, ?, 67*, 32
O=C(CC12CC3CC(CC(C3)C1)C2)NCc1ccco1
→ -3, 10, 12, -2, 6, -2, 7, 1, 8, -8, 1
COc1ccc(Br)cc1/C=N/n1nnnc1N
→ 3, -10, 4, -1, -4, -5, -3, -20, 2, -15, -9
CCOC(=O)c1[nH]c(C)c(C(=O)NC)c1C
→ 9, -2, 0, -7, -27, -8, 11, -4, -5, 13, -4
Cc1ccc(-n2nnnc2SCC(=O)N2CCN(C(=O)c3ccco3)CC2)c(C)c1
→ -21, /, 16, -10, 6, 17, -1, -2, 0, 15, -12
CCOC(=O)c1c(-c2ccccc2)nc2c(C)cccn12
→ -8, -9, -1, 0, 7, 0, 10, 18, 3, 0, 3
CC(C)N1C(=S)N(Cc2ccco2)C(=O)C1CC(=O)Nc1ccccc1 (configuration not stated)
→ -14, 7, 14, -1, 13, -4, 2, 9, 2, -4, 0
COc1ccc(C(=O)NCC(=O)N2CCCC(C(F)(F)F)C2)cc1OC (configuration not stated)
→ -4, -14, -6, 7, 8, -6, -6, 15, -1, -7, -14
CC1CN(C(=O)CN2C(=O)NC3(CCCC3)C2=O)C(=Nc2cccc(S(=O)(=O)N(C)C)c2)S1 (configuration not stated)
→ -7, -1, 13, 11, 21, -4, 5, 9, -6, -3, -8
Cc1ccc(C(=O)NC(=S)Nc2ccc3[nH]c(=O)[nH]c3c2)cc1
→ -4, -12, -10, -15, 5, -17, 0, -1, -2, 6, -3
O=C(COC(=O)/C=C/c1ccco1)NCc1ccccc1Cl
→ -1, -9, -2, 1, -2, -4, 4, -6, -6, -19, 5
CCCn1c2c(c(O)c(C(=O)Nc3nc4ccccc4s3)c1=O)CCCC2
→ -6, -4, 5, 2, 14, -15, 14, -8, -16, 8, 18
CC(C)c1ccc(CN2CCC2(C)C(=O)Nc2cnc3ccccc3c2)cc1 (configuration not stated)
→ -13, 26, 8, 6, -14, -22, -8, 30, /, 3, 22
Cc1ccc(S(=O)(=O)Nc2cc3c4c(c2)CCC(=O)N4CCC3)cc1
→ -7, -8, -20, 14, 12, -10, -4, 16, 1, -15, 0
Cc1ccc(S(=O)(=O)N2CCN(CC(=O)Nc3ccc(N4CCOCC4)cc3)CC2)cc1C
→ 4, -10, -10, 3, 6, 4, -3, -3, -2, -3, -1
O=C(c1ccncc1)N1N=C(c2ccc(Br)cc2)CC1c1ccccc1O (configuration not stated)
→ 1, 12, 22, -17, 5, 3, 14, 22, -5, 11, 11
Cc1cc(NC(=O)C2CCN(C(=O)c3ccco3)CC2)ccc1Br
→ 3, -20, -21, -4, -11, -17, -28, -5, 1, -35, -13
c1ccc2c(-c3ccc4nncn4c3)cncc2c1
→ 3, 40, 13, -12, 62*, 55*, 39, 73*, /, 64*, 78*
O=C1C=C(O)C(n2cncn2)C(c2ccc3c(c2)OCO3)C1 (configuration not stated)
→ 1, -2, -7, -13, -5, -28, -6, 2, -2, -20, 29
CC(=O)Nc1ccc(C(=O)COC(=O)C2CC2)c(F)c1
→ -4, -29, -58, 0, -55, -89, -58, 0, -12, -83, 8
C=CCN(CC=C)C(=O)CN1C(=O)NC(Cc2c[nH]c3ccccc23)C1=O (configuration not stated)
→ 10, 1, 16, 0, -9, -6, 14, -14, 8, 6, 16
COc1ccc(C)cc1-n1nnnc1SCc1cn2ccsc2n1
→ 1, /, 0, -4, 8, 12, -5, 4, 1, 10, -7
Cc1cccc(Cc2ncc(C(F)(F)F)cc2Cl)c1
→ 1, -3, -22, -7, 10, -14, -20, -7, 1, 1, -4
COC(=O)c1cc(=O)nc(NNC(C)=O)s1
→ 10, -9, 4, -8, 16, -9, 9, -10, /, -12, -1
COc1ccccc1Nc1c2c(nc3ccc(N)cc13)CCCC2
→ -4, 2, 1, 21, -10, -30, -17, 22, -3, -11, -4
COC(=O)c1sccc1NC(=O)c1ccoc1C
→ -1, 0, 8, -1, 18, 7, -8, -8, -5, -16, 20
Cc1c(NC(=O)c2ccc(C(C)(C)C)cc2)cccc1[N+](=O)[O-]
→ -7, -62, -18, 16, -38, -60, -73, 8, -8, -46, -18
Cc1ccc(C)c(NC(=S)/C(=C(\[O-])c2ccc(Cl)s2)[n+]2ccccc2)c1
→ -3, 6, 3, 1, 4, -2, 7, -6, -2, -22, -3
CSc1oc(-c2ccc(F)cc2)nc1S(=O)(=O)c1ccccc1
→ -6, -2, 2, 6, -12, 6, 13, 13, 3, -11, 17
